# EPAC1 antagonist = antagonists of human EPAC1; O95398; EPAC1 GEF assay, Rap1b-BODIPY-GDP exchange fluorescence; Potency, µM (top dose mostly 115 µM), for the others: top-dose activity change, negative = inhibition, actives largely listed as inhibitors; 0.14% of 360,000 active;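 note: potency is the fitted concentration of half-maximal effect; plate controls were vehicle for no effect and positive control for full effect; nearly all actives have a fitted effect of over 50% in size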
# Abeta yeast res = restores growth of yeast expressing A-beta42 peptide; yeast expressing A-beta42, growth rescue, OD600, 48 h; response scale: 0% DMSO, 100% iron-clioquinol control; Potency, µM (titrated, usually from 46.1 µM), for the others: at the top dose growth rescue, actives largely listed as activators; 0.063% of 410,000 active; AID 1347071; note: potency is the fitted concentration of half-maximal effect; nearly all actives have a fitted effect of over 55% in size
#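 Yeast growth medium received pinned compounds, then yeast cells expressing toxic A-beta were added; plates incubated at 30 C for 48 hr. Growth read as absorbance at 600 nm, normalized to DMSO and equimolar FeCl3 plus clioquinol controls.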
# FUS yeast rescue = rescues growth of FUS-expressing yeast; AID 1347120; S. cerevisiae FUS-expressing, growth rescue, OD600, 24 h; Potency, µM (doses to about 76.6 µM), without a hit: top-dose growth rescue (activation), most hits filed as activators; 0.24% of 390,000 active;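 note: potency is the fitted concentration of half-maximal effect; plate controls were DMSO vehicle for no effect and reference control for full effect; nearly all actives have a fitted effect of over 55% in size; some results filed as inactive show a strong effect at the top dose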
#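 Compound concentration series was pinned onto galactose-induced FUS-expressing yeast seeded at OD 0.005. Plates sat 24hr at 30C; absorbance at 600 nm gave growth. DMSO served as background control.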
# EPAC1 ag = agonists of human EPAC1 | O95398 | EPAC1 agonist qHTS, biochemical assay; response scale: 100% = response to 6.5 mM cAMP | Potency, µM (series often up to 154 µM), for inactives: top-dose activation, actives largely listed as activators | 0.073% of 360,000 active | AID 720707; note: potency is the fitted concentration of half-maximal effect; nearly all actives have a fitted effect of over 60% in size
#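 Read-out is the fluorescence drop as BODIPY-GDP leaves Rap1B (480 nm excitation, 540 nm emission), recorded every 5 minutes over 30 minutes. Reactions held 100 nM EPAC1, 250 nM Rap1B–BODIPY-GDP and 50 uM GDP, with 6.5 mM cAMP setting full activation.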
# IL-2 act = activates IL-2 in a cell-based reporter assay. IL-2 activation reporter assay, cell-based qHTS; stimulated with anti-CD3/CD4/CD28 beads; in transgenic mouse T cells. activation, % (series mostly up to about 46 µM). 0.065% of 360,000 active; in the data active = activation above about 50%; inconclusive = mostly about 30% to 49%; note: 0% is about no effect
#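 Screening format: compound pinned onto unstimulated transgenic mouse T cells, 60 min incubation, then anti-CD3/anti-CD4/anti-CD28 bead stimulation for 18 hours at 37 degrees C, followed by EGFP and DsRed detection.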
# PLK1 PBD block = inhibitors of human PLK1 polo-box domain binding; Potency, µM, inactives show max response, negative = inhibition, actives largely listed as inhibitors; Plk1 PBD binding of FITC phosphopeptide, fluorescence polarization; 2.8% of 360,000 active; note: potency is the fitted concentration of half-maximal effect; series mostly up to about 57 µM; % is set by controls: 0 for no effect and ±100 for the full control effect; nearly all actives have a fitted effect of over 65% in size
# Target sequence (P53350 whole entry, looked up, the tested form may be a part): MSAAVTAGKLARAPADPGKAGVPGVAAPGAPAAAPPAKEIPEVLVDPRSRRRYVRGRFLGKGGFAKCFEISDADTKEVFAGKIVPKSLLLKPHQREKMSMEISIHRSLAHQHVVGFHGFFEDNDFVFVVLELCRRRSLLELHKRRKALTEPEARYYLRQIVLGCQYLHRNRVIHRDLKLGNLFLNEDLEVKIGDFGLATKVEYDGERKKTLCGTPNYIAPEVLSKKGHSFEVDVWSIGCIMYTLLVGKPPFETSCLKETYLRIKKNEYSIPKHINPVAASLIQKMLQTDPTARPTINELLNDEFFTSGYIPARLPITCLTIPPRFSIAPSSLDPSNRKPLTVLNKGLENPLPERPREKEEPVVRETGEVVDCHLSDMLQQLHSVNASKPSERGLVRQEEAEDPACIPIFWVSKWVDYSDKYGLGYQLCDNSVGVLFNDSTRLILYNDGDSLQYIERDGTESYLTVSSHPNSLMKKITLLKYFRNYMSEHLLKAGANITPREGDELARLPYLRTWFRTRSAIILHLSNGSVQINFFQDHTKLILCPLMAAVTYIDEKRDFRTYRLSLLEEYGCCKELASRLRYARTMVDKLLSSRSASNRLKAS
# WRN inhibitor = blocks human WRN helicase | Q14191 | WRN helicase unwinding, fluorescent forked duplex, kinetic | Potency, µM (highest dose often 114 µM), for inactives: top-dose activity change, negative = inhibition, actives largely listed as inhibitors | 0.46% of 360,000 active; note: potency is the fitted concentration of half-maximal effect; % is set by controls: 0 for no effect and ±100 for the full control effect; nearly all actives have a fitted effect of over 55% in size
#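 Fluorescence dequenching readout, ex 525 nm/em 598 nm, kinetic mode: forked duplex DNA (100 nM final) with adjacent fluorophore and quencher unwound by WRN (20 nM final) with 2 mM ATP. Compound preincubation 15 min, room temperature.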
# PI5P4K alpha inh = blocks human PI5P4K alpha kinase activity. P48426. PI5P4Kalpha enzyme, ADP-Glo luminescence, 60 min; active compounds read low. max response, %. 1.2% of 330,000 active. AID 652105; active = max response of -50% or lower; inconclusive = between -30% and -50%; inactive = -30% or higher; note: value at the top dose of about 77 µM; % is set by controls: 0 for no effect and ±100 for the full control effect
# Target sequence (P48426 whole entry, looked up): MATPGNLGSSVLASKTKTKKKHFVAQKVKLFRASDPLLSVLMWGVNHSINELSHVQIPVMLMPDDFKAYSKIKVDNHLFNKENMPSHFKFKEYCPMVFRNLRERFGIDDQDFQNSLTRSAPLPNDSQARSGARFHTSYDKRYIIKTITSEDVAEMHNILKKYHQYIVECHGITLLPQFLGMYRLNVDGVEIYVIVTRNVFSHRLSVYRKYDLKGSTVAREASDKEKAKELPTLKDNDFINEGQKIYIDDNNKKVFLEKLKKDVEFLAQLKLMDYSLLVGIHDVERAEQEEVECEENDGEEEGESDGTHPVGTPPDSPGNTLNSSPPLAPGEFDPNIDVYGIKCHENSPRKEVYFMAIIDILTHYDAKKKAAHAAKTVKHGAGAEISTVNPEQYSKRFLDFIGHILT
#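 Single end-point luminescence (ADP-Glo) quantified ADP from PI5P4Kalpha turnover; ATP 5 microM final, 1 h at RT, 0.1% CHAPS and 0.28 mM EGTA in HEPES pH 7.4.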
# aSyn yeast inh = inhibitors of alpha-synuclein toxicity in yeast. Yeast expressing alpha-synuclein, growth rescue, BacTiter-Glo, 24 h. Potency, µM (top dose mostly 46.1 µM), without a hit: at the top dose growth rescue (activation), actives largely listed as activators. 0.14% of 370,000 active; note: potency is the fitted concentration of half-maximal effect; % of control where 0% means no effect; nearly all actives have a fitted effect of over 65% in size
#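 Screening used galactose-induced yeast with toxic alpha-synuclein levels, exposed to compound for 24 hr at 30 deg C. Cell growth, read with BacTiter-Glo luminescence, gave the measured signal.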
# Active calls of the source: *; ? = inconclusive; . = not tested or not shown; [ ] = remark or other dose. Unless noted, calls come from the whole dose curve; as a rule, active = well fitted curve in the direction sought with a large enough effect; inconclusive = small, poorly fitted or top-dose-only effect, or another doubt; inactive = no such curve, though single readings can be large; an effect the other way counts as inactive or inconclusive.
SMILES,EPAC1 antagonist,Abeta yeast res,FUS yeast rescue,EPAC1 ag,IL-2 act,PLK1 PBD block,WRN inhibitor,PI5P4K alpha inh,aSyn yeast inh
Cc1ccc(C2=NN(CC(=O)NCc3ccccn3)C(=O)CC2)cc1,0%,26%,-4%,9%,-0.3,-3%,-5%,-7,2%
CCOC(=O)C1(Cc2cccc(Cl)c2)CCCN(C(=O)c2cc(C(C)C)nn2C)C1 (stereo not drawn),-13%,-19%,.,-4%,-5.0,-16%,-13%,11,7%
CCc1c(Nc2ccccc2C)nc(N)[nH]c1=O,11%,7%,-14%,15%,0.0,-7%,-2%,-15,3%
Cc1ccc2c(CN(C)Cc3cccc(F)c3)cc(=O)oc2c1,8%,1%,0%,8%,-0.9,-14%,-5%[57.1 µM],7,1%
C[C@@H]1NS(=O)(=O)[C@H]2C[C@@H]3C=C[C@]2(O3)[C@H]1OC(=O)c1ccc(C(C)(C)C)cc1,5%,-11%,24%,-2%,-0.4,-19%,10%,6,7%
CN(C)S(=O)(=O)c1cccc(NC(=O)CSc2ncnc3ccccc23)c1,12%,0%,?,2%,-0.1,0%,4%,-3,2%
COc1ccc2[nH]c3c(c2c1)CCN1C(=O)C(CC(=O)NCc2ccco2)C[C@H](C(=O)N2CCCCC2)[C@@]31C (stereo partly drawn),6%,-5%,27%,-2%,0.5,?,1%,-2,6%
COc1ccccc1N1CCN(/N=C/c2cc(Br)ccc2F)CC1,5%,21%,-8%,13%,-0.3,1%,-6%,32,-13%
O=C(C[C@H]1C/C=C\CC[C@@H](Cc2ccc(F)cc2)C(=O)OC[C@H]2CCCN2C1=O)NCCO,-6%,-7%,6%,-16%,-1.5,-6%,0%,-7,-4%
C=CCC[C@H](Cc1ccc(F)cc1)C(=O)OC[C@@H](Cc1c[nH]c2ccccc12)NC(=O)[C@@H](CC=C)CC(=O)NCCO,-24%,-4%,?,-30%,-3.0,-14%,-27%,4,1%
O=C(Nc1ccc(F)cc1)C(c1ccnc2ccccc12)N1CCN(CC(=O)N2CCCC2)CC1 (stereo not drawn),-13%,-3%,-7%,2%,0.2,-15%,0%,1,11%
CCc1ccc(C(C)NC(=S)NC2CCCCC2)cc1 (stereo not drawn),5%,10µM*,30%,-7%,-0.9,-9%,2%,7,-16%
CCN(CC(=O)Nc1c(F)cccc1F)C(=O)CNC(=O)c1ccco1,3%,-5%,3%,-4%,-0.1,3%,2%,1,0%
Cc1ccc(CO/N=C/c2c(O)cc(C)oc2=O)cc1,-1%,-25%,3%,-6%,0.7,-7%,-9%,5,?
CC(C)(C)OC(=O)NCCCC[C@H](NC(=O)c1nc[nH]c1C(=O)N[C@@H](CCCCNC(=O)OC(C)(C)C)C(=O)OC(C)(C)C)C(=O)OC(C)(C)C,?,3%,?,-42%[inhibitor],-0.6,3%,-5%,0,3%
CSCC[C@H](N)C(=O)NCC1CCC(C(=O)Nc2ccc3c(c2)OCO3)CC1 (stereo partly drawn),-26%,-5%,1%,-8%,-0.1,4%,5%,0,4%
Cc1ccc(NC(=O)N2CCc3ccccc3C2)cc1C,-24%,?,-3%,-12%,-0.5,2%,-4%,5,1%
CC(C)c1ccc(C(=O)Nc2nnc(S(=O)(=O)N3CCOCC3)s2)cc1,22%,0%,18%,1%,-2.8,-8%,2%,-3,-2%
NS(=O)(=O)c1ccc(NC(=O)COC(=O)CCC2CCCCC2)cc1,-4%,14%,.,-12%,-3.1,-5%,3%,3,-6%
Cc1ccsc1/C=N/Nc1nc(=O)[nH]nc1C,12%,-60%[inhibitor],7%,-1%,-0.6,1%,1%,?,-28%
COCCN=c1scc(-c2cccs2)n1/N=C/c1ccc(O)c(O)c1O,56µM*,-66%[inhibitor],34%,1%,-1.1,7.5µM*,-36%[57.1 µM],?,-10%
COc1ccccc1OC(C)C(=O)Nc1ccc2c(c1)n(C)c(=O)n2C (stereo not drawn),3%,15%,-10%,17%,-0.2,7%,-5%,-2,9%
CC1CCCN(C(=O)c2ccc3c(=O)n(Cc4ccc5c(c4)OCO5)c(=S)[nH]c3c2)C1 (stereo not drawn),6%,0%,35%,9%,-3.8,-5%,-7%,.,-5%
COc1cccc(OCc2ccc(Cl)cc2)c1C#N,-17%,7%,-19%,-11%,-3.8,-7%,-2%,-1,-9%
CCOC(=O)C1CCCN(C(=O)COc2ccccc2O)C1 (stereo not drawn),2%,-1%,-12%,-8%,-3.0,-2%,-2%[57.1 µM],-1,-13%

# 4 entries from above in another layout:
canonical_smiles: CCN(CC(=O)Nc1c(F)cccc1F)C(=O)CNC(=O)c1ccco1
  EPAC1 antagonist = 3%; Abeta yeast res = -5%; FUS yeast rescue = 3%; EPAC1 ag = -4%; IL-2 act = -0.1; PLK1 PBD block = 3%; WRN inhibitor = 2%; PI5P4K alpha inh = 1; aSyn yeast inh = 0%
canonical_smiles: Cc1ccc(CO/N=C/c2c(O)cc(C)oc2=O)cc1
  EPAC1 antagonist = -1%; Abeta yeast res = -25%; FUS yeast rescue = 3%; EPAC1 ag = -6%; IL-2 act = 0.7; PLK1 PBD block = -7%; WRN inhibitor = -9%; PI5P4K alpha inh = 5; aSyn yeast inh = ?
canonical_smiles: CC(C)(C)OC(=O)NCCCC[C@H](NC(=O)c1nc[nH]c1C(=O)N[C@@H](CCCCNC(=O)OC(C)(C)C)C(=O)OC(C)(C)C)C(=O)OC(C)(C)C
  EPAC1 antagonist = ?; Abeta yeast res = 3%; FUS yeast rescue = ?; EPAC1 ag = -42%[inhibitor]; IL-2 act = -0.6; PLK1 PBD block = 3%; WRN inhibitor = -5%; PI5P4K alpha inh = 0; aSyn yeast inh = 3%
canonical_smiles: CSCC[C@H](N)C(=O)NCC1CCC(C(=O)Nc2ccc3c(c2)OCO3)CC1 (stereo partly drawn)
  EPAC1 antagonist = -26%; Abeta yeast res = -5%; FUS yeast rescue = 1%; EPAC1 ag = -8%; IL-2 act = -0.1; PLK1 PBD block = 4%; WRN inhibitor = 5%; PI5P4K alpha inh = 0; aSyn yeast inh = 4%

# Further records follow.
SMILES,EPAC1 antagonist,Abeta yeast res,FUS yeast rescue,EPAC1 ag,IL-2 act,PLK1 PBD block,WRN inhibitor,PI5P4K alpha inh,aSyn yeast inh
COc1ccc(C(CCN(Cc2ccc(OC)c(OC)c2)C(C)=O)C(C)C)cc1 (stereo not drawn),0%,-2%,28%,-1%,-1.3,8%,1%[57.1 µM],8,9%
O=C(CC(C(=O)O)C1CCCO1)NCc1ccccc1 (stereo not drawn),-4%,-13%,-30%,-1%,0.0,?,8%,-2,8%
CCN(CC(=O)NCc1ccc(F)cc1)C(=O)c1ccc2c(c1)OCO2,17%,-2%,-15%,-1%,0.9,-12%,3%,0,-10%
Cc1csc(NC(=O)CSc2nnc3c4ccccc4nc(C(C)(C)C)n23)n1,5%,18%,5%,-6%,-2.6,-2%,-2%,.,2%
Cc1ccc(N(CC(=O)N/N=C/c2cccc(Br)c2)S(C)(=O)=O)cc1,-20%,10%,-16%,-14%,-2.1,-9%,1%,2,-7%
CC(C)CNS(=O)(=O)c1ccc(S(=O)(=O)N2CCC(N3CCCCC3)CC2)cc1,-14%,-10%,-8%,11%,-1.0,-5%,-1%,2,0%
Cc1cccc(C)c1OCCn1nc(C(=O)O)c2ccccc2c1=O,-3%,-1%,-11%,-13%,-0.3,-15%,1%,-14,8%
CNC(=O)/C=C1\NC(C)(C)Cc2ccccc21,12%,0%,4%,1%,0.4,-1%,2%,.,-1%
CNc1oc(-c2ccccc2Cl)nc1C#N,1%,-23%,-11%,2%,-1.9,-11%,-43%[57.1 µM],-5,14%
COc1ccc(NC(=O)CN(C)S(=O)(=O)c2ccc3c(c2)CC(C)N3C(C)=O)cc1OC (stereo not drawn),23%,-4%,14%,3%,0.3,-5%,-2%,-7,-3%
COc1ccc(C2(C(=O)NCC3CCCO3)CCOCC2)cc1 (stereo not drawn),-7%,21%,6%,15%,-0.1,-7%,-3%,2,6%
O=c1cc(C(F)(F)F)[nH]c2c(C(F)(F)F)cccc12,-3%,-86%[inhibitor],8%,6%,-0.5,0%,1%,7,-75%[inhibitor]
Cc1ccc(NC(=O)CCN2C(=O)c3cccc([N+](=O)[O-])c3C2=O)c(Br)c1,5%,-1%,11%,3%,2.7,-3%,5%,4,-7%
O=c1o[nH]c(-c2ccccc2)c1-c1ccccc1,12%,-20%,7%,-14%,0.0,-11%,7%,1,-7%
Cc1c(-c2ccc(Br)cc2)[n+](=O)c2c(n1[O-])CCCC2,2%,3%,-10%,8%,-0.7,-10%,1%,2,-6%
O=C(O)c1ccc([N+](=O)[O-])cc1Sc1ccsc1,3%,-9%,.,6%,-4.2,-11%,?,-9,-2%
O=C(COC(=O)c1ccc(Br)cc1)NCCc1ccccc1,13%,-31%[inhibitor],39%,-4%,-0.1,-1%,-12%,10,0%
O=C(NC(=S)Nc1ccc2nc[nH]c2c1)c1ccccc1,-4%,4%,17%,3%,-0.6,-16%,6%,-3,1%
COc1cccc(NC(=O)Nc2nnc(Cc3ccc(OC)c(OC)c3)s2)c1,-20%,-4%,44%,3%,-6.5,-8%,-6%,-5,-15%
CCN(CC)S(=O)(=O)c1ccc(C(=O)OCn2nnc3ccccc3c2=O)cc1,-6%,-81%[inhibitor],5%,5%,-1.7,2%,2%[57.1 µM],-5,3.2µM*
O=C(O)c1cccc2c1C(=O)c1ccc(-c3ccc(F)cc3OCc3ccccc3)cc1S2(=O)=O,?,-5%,6%,-13%,-0.4,21µM*,2%[11.6 µM],-27,2%
CCOC(=O)C1=C(CN2CCOCC2)NC(=O)NC1c1cccc([N+](=O)[O-])c1 (stereo not drawn),-9%,1%,3%,5%,4.1,-8%,1%,1,1%

# Compounds as they come; 4.1% or so of the library scored in one or more.
